Screens: PubChem, Broad Institute
Cneo AK release = causes C. neoformans cell lysis | lysis activity, % at 15 µM | hit rate 0.2% among 360,000 | AID 651654 | adenylate kinase release luminescence, 4 h; normalised: neutral wells 0, clomiphene wells 100;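 active = mean lysis activity across replicates of at least 80%, whatever share of replicates individually reach that level; inactive = mean lysis activity below 80%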
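read-out = cell lysis signal | test system = log-phase Cryptococcus neoformans yeast cells | input = cells at 5 × 10^6 per mL | medium = fresh YPD growth medium | signal = luminescent adenylate kinase detection reagent | timing = 4 h at 37 °C static, read 1 h later | dosing = single dose | controls = Clomiphene as positive lysis control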
Active calls of the source: *. This is a subset (hit frequency here may not be typical).

SMILES	Cneo AK release
CCCc1cc(=O)[nH]c(SCc2ccc(Cl)cc2)n1	-0.1
COc1ccc(-c2[nH]c(-c3ccc4c(c3)OCO4)nc2-c2ccccc2)cc1	-4.6
CCCCC(=O)NNC(=S)NC(=O)c1cccc([N+](=O)[O-])c1	3.8
O=c1[nH]c(=O)n(Cc2ccccc2)c2c1C(C(F)(F)F)(C(F)(F)F)N=C(c1ccco1)N2	-0.6
CC(C)OCCCNC(=O)c1ccc(N(C)S(C)(=O)=O)cc1	-1.3
COC(=O)C1=C(N)Oc2cc(N(C)C)ccc2C1c1ccccc1OC (centres undefined)	9.0
N#C/C(=C(/O)COC(=O)CCCNC(=O)c1ccc(Cl)cc1)c1nc2ccccc2[nH]1	-3.1
CCOc1ccccc1NC(=O)N1CCC(NC(=O)c2ccccc2C)CC1	1.4
COc1ccc(OCC(=O)N2CCN(C(=O)c3cccc4ccccc34)CC2)cc1	-3.4
COc1ccccc1CNC(=O)CCNC(=O)Cn1ccc2ccccc2c1=O	2.9
Cc1nc2c(cc(Oc3ccc(S(=O)(=O)N4CCOCC4)cn3)c3ccsc32)s1	-3.4
CCCC(C)C(=O)Nc1nnc(C)s1 (centres undefined)	1.3
CN(C)C(=O)COc1ccc2ccc(=O)oc2c1	-0.7
COc1ccc(C(C(=O)NCc2ccccc2)N(Cc2cccs2)C(=O)c2cnccn2)cc1 (centres undefined)	-1.6
O=C(NCCc1ccncc1)C12CC3CC(CC(C3)C1)C2	12.9
FC(F)(F)c1cc(-c2cccs2)nc(-n2cc(Cl)cn2)n1	0.6
Cc1cc(NCCCN2CCOCC2)n2ncc(-c3ccc(Cl)cc3)c2n1	1.5
N#CCCn1ncc2ccccc21	-0.7
Cc1ccc(C(C(=O)NC2CCCCC2)N(Cc2ccco2)C(=O)Cc2c[nH]c3ccccc23)o1 (centres undefined)	-3.8
COc1ccc(C(=O)Cn2c(C(=O)/C=C/c3ccccc3)nc3ccccc32)cc1	0.7
COc1ccc(Cn2c(SCc3cc(C)ccc3C)nc3cc(OC)c(OC)cc3c2=N)cc1	8.1
CCNc1nc(N)nc(Oc2ccc(OCCOc3ccccc3)nn2)n1	1.8
CCCOc1ccc(N2C(=O)CC(N3CCN(C(=O)c4ccco4)CC3)C2=O)cc1 (centres undefined)	5.0
Cc1ccc2cc(C#N)c(NCCCNC(=O)C3CCCO3)nc2c1 (centres undefined)	3.8
Cn1c(=O)c2c(nc(SCCN3CCCCC3)n2Cc2ccccc2)n(C)c1=O	0.9
COc1cccc(N2C(=O)CC(N3CCc4ccccc43)C2=O)c1 (centres undefined)	0.5
Nc1nnc(-c2cccnc2)s1	0.8
CCN1c2ccccc2N(C)C1(C)c1ccccc1 (centres undefined)	0.3
CC(C)OCCCNC(=O)c1c(N)n(/N=C/c2ccccn2)c2nc3ccccc3nc12	-0.5
O=C1[C@@H]2Cc3ccccc3CN2C(=O)N1c1cccc(F)c1	0.9
O=C(Oc1ccc(Cl)c2cccnc12)N1CCOCC1	0.2
COc1cc(NC(=O)c2ccc3c(c2)OCO3)ccc1NC(=O)C(C)C	-1.9
CC(=O)N1C(=O)N(C(C)=O)C2C1N(C(C)=O)C(=O)N2C(C)=O (centres undefined)	3.6
Cc1ccc(NC(=O)c2cccs2)cc1NC(=O)c1ccco1	2.6
CCOc1ccc2nc3c(cc2c1)CN(CCOC)C(=NCCOC)S3	-1.6
Cc1ccc(NC(=O)C2(N(CC(C)C)C(=O)Cn3nnnc3N)CCCCC2)cc1	-0.3
Cc1cc(=O)oc(C)c1C(=O)NCC1CCCO1 (centres undefined)	-1.9
Cc1ccc(CN2CC34C=CC(O3)C(C(=O)NCc3ccco3)C4C2=O)cc1 (centres undefined)	-0.8
COCCNC(=O)CN(C(=O)CCC(=O)Nc1cc(C)on1)c1ccc(C)cc1C	0.3
COc1ccc(S(=O)(=O)N(C)CC(=O)N2CCC(C(N)=O)CC2)cc1Cl	-1.9
Cc1occc1C(=O)NNC(=O)c1ccc(F)cc1	1.0
Cn1cnnc1SCCn1c(N2CCCCC2)nc2c1c(=O)[nH]c(=O)n2C	2.9
CCCNS(=O)(=O)c1ccc(CCC(=O)N2CCCCC2)cc1	-0.4
O=C(CCN1CCN(C/C=C/c2ccccc2)CC1)Nc1ccccc1	-2.0
O=C(CCS(=O)(=O)c1cccs1)N1CCCC1	0.6

3 entries from above, sorted by length of the SMILES, lowest first.
SMILES	Cneo AK release
O=C(CCS(=O)(=O)c1cccs1)N1CCCC1	0.6
Cc1ccc(NC(=O)c2cccs2)cc1NC(=O)c1ccco1	2.6
Cn1cnnc1SCCn1c(N2CCCCC2)nc2c1c(=O)[nH]c(=O)n2C	2.9

The listing continues.
SMILES	Cneo AK release
Cc1c(C(C)NC(=O)Nc2ccc(F)cc2F)cnn1C (centres undefined)	4.5
COC(=O)c1ccc(NC(=O)CNC(=O)C2CCCCC2)c(C)c1	-0.5
O=S1(=O)C=C(Sc2nc3cc(Cl)ccc3o2)c2ccccc21	-0.2
COc1cc2c(C(=O)N3CCN(c4cccc(Cl)c4)CC3)cn(CC(C)C)c(=O)c2cc1OC	24.4
CS(=O)(=O)N(CCc1ccccc1)CC(=O)Nc1ccc2c(c1)OCO2	-0.5
Cc1ccc(NS(=O)(=O)c2cc(C(=O)O)ccc2Cl)c(C)c1	0.9
CCOc1ccc(-c2cc(C(=O)O)c3ccccc3n2)cc1	-1.9
CCN1CCN(c2nc3c(c(=O)n(C)c(=O)n3C)n2CCSc2ncccn2)CC1	1.4
Cc1cc(-c2sccc2C)nc(-n2cccc2)n1	-1.1
CCN(CC)S(=O)(=O)c1cccc(-c2nnc(-c3ccc(C)cc3)o2)c1	2.0
Cc1cc(-n2c(SCCC#N)nnc2-c2cccnc2)ccc1Cl	4.4
Cc1cccc(C)c1N1CCN(c2nc(N(C)C)oc(=O)c2C#N)CC1	-2.8
CCOc1ccc(C(OC(=O)c2ccco2)C(=O)NCc2ccc(C)cc2)cc1 (centres undefined)	1.0
COc1ccc(C(=O)COC(=O)C(CC(C)C)N2C(=O)c3ccccc3C2=O)cc1 (centres undefined)	-1.6
Cc1ccc(NC(=O)C2(NC(=O)c3cccc(N4C(=O)CSC4c4ccccc4)c3)CCCCC2)cc1 (centres undefined)	0.3
CCn1c(=S)[nH]c2nc3c(cc2c1=O)CCCC3	0.6
Cc1ccc(C(=O)O/N=C(\N)Cc2cccs2)c(Cl)c1	-1.3
CCN(C#N)c1nc(N(C)C)nc(N(C)C)n1	-2.0
O=C1CCCc2c1cc(C(=O)Nc1ccc(Cl)cn1)c(=O)n2-c1ccccc1	-9.3
Cc1cc(-n2nc(C)cc2C)n2ncc(-c3ccccc3)c2n1	26.1
C(=C\c1nc2ccccc2[nH]1)/c1ccccc1	-16.8
COc1ccc(-c2cc(C(F)(F)F)nc(NC3CCCC3)n2)cc1OC	-2.8
Cc1occc1C(=O)Nc1cccc(C(F)(F)F)c1	-1.7
COc1cc2c(cc1OC)C(C(=O)N1CCN(c3ccccc3)CC1)C(c1cccs1)N(C)C2=O (centres undefined)	0.2
CC(C)(C)n1nnnc1C(c1cccs1)N1CCN(C(=O)c2ccco2)CC1 (centres undefined)	-0.7
O=C(NC1=NCCS1)c1cccc(NC(=O)c2ccco2)c1	2.4
C=CCC(NCc1ccco1)c1ccc(OC)cc1 (centres undefined)	0.5
O=c1c2c(n3nnnc3n1Cc1ccccc1)-c1ccccc1CC21CCCC1	-5.6
COc1cccc(NC(=O)CN2CCC(C)CC2)c1	8.1
CCOC(=O)Nc1ccc2c(c1)N(C(=O)N1CCN(C)CC1)c1ccccc1S2	0.0
CC1(C)CC2CC(C)(CN2C(=O)Cc2ccccc2)C1 (centres undefined)	0.2
Cc1ccc(Sc2c(C)[nH]n(C(C)(C)C)c2=O)cc1	3.0
COc1ccc(OC)c(-c2nnc(-c3ccc(C)o3)o2)c1	0.7
Cc1ccc(NC(=O)CCc2ccc(S(=O)(=O)N3CCOCC3)cc2)c(C)c1	10.5
O=C(c1cc2ccccc2oc1=O)N(Cc1ccccc1)CC1CCCO1 (centres undefined)	-0.8
Cc1ccc2c(c1)nnn2C1CCN(C(=O)c2cccs2)CC1	-1.7
CCCC(=O)Nc1ccc2c(c1)nc(CN1CCCCC1)n2C	0.2
O=c1[nH]nc(Cc2ccc(-c3ccccc3Cl)o2)c2ccccc12	-0.1
CC(=O)c1cccc(NC(=O)COc2ccccc2)c1	5.8
CCCCNC(=O)Cc1coc2ccc3ccccc3c12	-0.8
c1coc(-c2nnc3sc(C4CCCCC4)nn23)c1	-4.3
Nc1nc(-c2cccnc2)nn1S(=O)(=O)c1ccccc1	-1.9
CCCCNC(=O)CCCCCn1c(=O)[nH]c2cc(OC)c(OC)cc2c1=O	9.8
COCCCNC(=O)c1ccc(-n2nc(C(F)(F)F)cc2-c2cccs2)cc1	0.9
CCOC(=O)c1nnn(CC(=O)N2N=C(c3cccc4ccccc34)CC2c2ccccc2)c1C(=O)OCC (centres undefined)	-0.5

As a short view, some entries already given:
SMILES	Cneo AK release
Cc1cc(-n2nc(C)cc2C)n2ncc(-c3ccccc3)c2n1	26.1
C(=C\c1nc2ccccc2[nH]1)/c1ccccc1	-16.8
COc1ccc(-c2cc(C(F)(F)F)nc(NC3CCCC3)n2)cc1OC	-2.8
Cc1occc1C(=O)Nc1cccc(C(F)(F)F)c1	-1.7
COc1cc2c(cc1OC)C(C(=O)N1CCN(c3ccccc3)CC1)C(c1cccs1)N(C)C2=O (centres undefined)	0.2
CC(C)(C)n1nnnc1C(c1cccs1)N1CCN(C(=O)c2ccco2)CC1 (centres undefined)	-0.7
O=C(NC1=NCCS1)c1cccc(NC(=O)c2ccco2)c1	2.4
C=CCC(NCc1ccco1)c1ccc(OC)cc1 (centres undefined)	0.5
O=c1c2c(n3nnnc3n1Cc1ccccc1)-c1ccccc1CC21CCCC1	-5.6
COc1cccc(NC(=O)CN2CCC(C)CC2)c1	8.1
CCOC(=O)Nc1ccc2c(c1)N(C(=O)N1CCN(C)CC1)c1ccccc1S2	0.0
CC1(C)CC2CC(C)(CN2C(=O)Cc2ccccc2)C1 (centres undefined)	0.2
Cc1ccc(Sc2c(C)[nH]n(C(C)(C)C)c2=O)cc1	3.0
COc1ccc(OC)c(-c2nnc(-c3ccc(C)o3)o2)c1	0.7
Cc1ccc(NC(=O)CCc2ccc(S(=O)(=O)N3CCOCC3)cc2)c(C)c1	10.5
O=C(c1cc2ccccc2oc1=O)N(Cc1ccccc1)CC1CCCO1 (centres undefined)	-0.8
Cc1ccc2c(c1)nnn2C1CCN(C(=O)c2cccs2)CC1	-1.7
CCCC(=O)Nc1ccc2c(c1)nc(CN1CCCCC1)n2C	0.2
O=c1[nH]nc(Cc2ccc(-c3ccccc3Cl)o2)c2ccccc12	-0.1
CC(=O)c1cccc(NC(=O)COc2ccccc2)c1	5.8
CCCCNC(=O)Cc1coc2ccc3ccccc3c12	-0.8
c1coc(-c2nnc3sc(C4CCCCC4)nn23)c1	-4.3
Nc1nc(-c2cccnc2)nn1S(=O)(=O)c1ccccc1	-1.9
CCCCNC(=O)CCCCCn1c(=O)[nH]c2cc(OC)c(OC)cc2c1=O	9.8
COCCCNC(=O)c1ccc(-n2nc(C(F)(F)F)cc2-c2cccs2)cc1	0.9
CCOC(=O)c1nnn(CC(=O)N2N=C(c3cccc4ccccc34)CC2c2ccccc2)c1C(=O)OCC (centres undefined)	-0.5

(more compounds)
SMILES	Cneo AK release
COC(=O)c1ccccc1NC(=O)CN(CCc1ccccc1)S(C)(=O)=O	-0.4
O=C(CN(C(=O)c1ccccc1Cl)C1CCCCC1)Nc1ccc(Cl)c([N+](=O)[O-])c1	0.1
CC(C)(Oc1ccc(Cl)cc1)C(=O)Nc1ncccn1	0.0
Cn1nc(SCC(=O)O)sc1=S	-1.9
COc1ccc(N2CCN(C(=O)c3ccc4c(=O)n(CC5CCCO5)c(=O)[nH]c4c3)CC2)cc1 (centres undefined)	-0.5
CC(=O)N=C(N)Sc1nc2ccccc2[nH]1	-7.0
CN(C)CCCNCCCNC(=O)/C(=N\O)c1ccccn1	7.4
COC(=O)c1c(NC(=O)c2nn(C)cc2Cl)sc2c1CCCC2	3.4
CC(=O)Nc1cc(NC(C)=O)cc(C(=O)NC(C)(C)C)c1	0.6
Cc1cccc(NC(=O)C2CCCC2)c1	6.9
O=C1N(Cc2ccc3c(c2)OCO3)c2ccccc2C1(O)c1c[nH]c2ccccc12 (centres undefined)	-3.2
Cc1nnsc1C(=O)Nc1cc(Cl)ccc1Cl	3.9
O=C(Oc1cccc(NC(=O)c2ccco2)c1)c1cccc(S(=O)(=O)N2CCCCC2)c1	1.0
O=C(c1cc(Cl)c(=O)n(Cc2ccccc2)c1)N1CCOCC1	2.4
COc1ccc(N2CCN(c3oc(Cc4ccccc4)nc3C#N)CC2)cc1	-1.9
Cc1[nH]n(-c2ccc([N+](=O)[O-])cc2)c(=O)c1C=NCCN1CCN(C(=O)c2ccc(Br)cc2)CC1	1.9
CCNc1ccc(Br)cc(C(=O)/C=C/c2ccc(Cl)cc2)c1=O	1.0
O=C(OC(C(=O)NCc1cccs1)c1ccc(F)cc1)c1ccco1 (centres undefined)	2.7
Cc1c(C)c2c(C)nn(-c3ccccc3)c2[nH]c1=O	0.1
O=C(O)c1ccc2c(c1)C(=O)N(c1cc(C(=O)O)ccc1Br)C2=O	7.2
N#CCSc1nnc(COc2cccc3ccccc23)n1-c1ccccc1	-1.4
Cn1c(SCC(=O)Nc2ccccc2)nnc1-c1ccc(NC(=O)CCc2ccccc2)cc1	-1.8
Cc1ccc2nc3sc(C(=O)N4CCOCC4)c(N)c3cc2c1	-3.6
Cc1nc2ccccc2n1CCC(=O)O	1.4
Cn1c(CCN2CCCCC2)nc2cc(NS(=O)(=O)c3ccc(Cl)cc3)ccc21	1.1
CCOC(=O)Cc1csc(NC(NC(=O)OCC)(C(=O)OCC)C(F)(F)F)n1 (centres undefined)	-1.7
Cc1ccc(NC(=O)OCC(F)(F)C(F)F)cc1NC(=O)OCC(F)(F)C(F)F	1.3
CC1CC(C)CN(CCCNC(=O)Cc2c(C(=O)O)[nH]c3ccccc23)C1 (centres undefined)	0.4
CCC(=O)Nc1c(-c2cccs2)c(=O)c2ccccc2n1C	0.8
O=C(c1cccs1)c1cn(CC(=O)N2CCc3ccccc3C2)c2ccccc12	1.8
O=C(NCC1COCCO1)c1cc(COc2ccc(F)cc2F)on1 (centres undefined)	-2.2
